MPTP block = permeability transition pore inhibition; isolated mouse mitochondria, Ca2+ swelling absorbance, 30 min; inhibition, % at 10 µM; 360,000 compounds, 1.4% hits;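 active = inhibition of 50% or more, scaled per plate between neutral and stimulator controls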;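 also: 0% = DMSO wells given calcium and 100% = 1 mM EGTA wells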
NR3A LBD binder = modulators (binders) of human NR3A ligand-binding domain. NR3A LBD differential scanning fluorimetry, Tm shift; 0% = protein alone, 100% = glycine-bound protein. Tm shift relative to glycine control, % at 25 µM. 340,000 compounds, 2.5% hits;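 active = melting temperature shift of at least 10% of the positive control shift, at one fixed dose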
tim23-1 inh = growth inhibitors of tim23-1 mutant yeast | S. cerevisiae tim23-1 growth, BacTiter-Glo luminescence, 24 h | inhibition, % at 20 µM | 330,000 compounds, 1.3% hits | AID 463212;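 active = growth inhibition of the mutant yeast at or above 50%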;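 also: temperature-sensitive mutant grown at 25 °C; plate controls were DMSO-treated mutant yeast for no effect and medium wells lacking yeast for full effect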
tim10-1 inh = inhibits growth of tim10-1 mutant yeast; 330,000 compounds, 2.2% hits; inhibition, % at 20 µM; S. cerevisiae tim10-1 ts strain growth, BacTiter-Glo, 24 h;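 active = inhibition of at least 40%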;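 also: mutant grown at 25 °C; 0% = DMSO wells with yeast and 100% = wells holding no yeast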
APJ agonist = APJ receptor agonism; CHO-K1 APJ PathHunter beta-arrestin, luminescence; 0% DMSO wells, 100% apelin; activation, % at 20 µM; 330,000 compounds, 0.11% hits; AID 2520; P35414;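 active = activation more than six SD over the plate average, tested at 20 µM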;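 also: 0% = DMSO alone and 100% = apelin-13 at 10 nM; some results filed as inactive read as strong as hits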
Target sequence (P35414 whole entry, looked up): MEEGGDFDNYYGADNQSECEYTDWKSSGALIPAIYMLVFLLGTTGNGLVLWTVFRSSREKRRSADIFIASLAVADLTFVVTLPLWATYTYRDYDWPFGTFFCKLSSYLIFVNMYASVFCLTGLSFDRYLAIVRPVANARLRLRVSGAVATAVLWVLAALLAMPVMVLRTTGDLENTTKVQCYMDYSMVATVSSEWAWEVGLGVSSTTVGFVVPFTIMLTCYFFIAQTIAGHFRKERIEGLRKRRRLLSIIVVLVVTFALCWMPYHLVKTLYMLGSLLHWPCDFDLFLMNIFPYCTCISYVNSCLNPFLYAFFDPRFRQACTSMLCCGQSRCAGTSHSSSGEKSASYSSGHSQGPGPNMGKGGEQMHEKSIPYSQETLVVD
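Assay system – PathHunter CHO-K1 APJ (AGTRL-1) beta-arrestin reporter cells · Compound – one dose, 20 µM compound, 1% DMSO · Timing – compound 90 min 25 °C, reagent 1 h · Measured by – luminescence from split beta-galactosidase complementation, Galacton Star/Emerald II substrate · Measure – beta-arrestin recruitment to APJ as agonist activity, luminescent signal · Benchmarks – DMSO vs Apelin-13 10 nM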
beta cell repl = MIN6 beta-cell proliferation induction. 330,000 compounds, 0.29% hits. MIN6 cells proliferation, ATPlite luminescence, 48 h; cells starved in 0.2% serum; 100% = growth in 10% serum. proliferation, % at 10 µM. AID 2380;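 active = compounds whose signal lies at least 3.5 SD above the mean of all wells on their plate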;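 also: 0% = DMSO-treated cells in low-serum medium and 100% = 10% serum control; some compounds called inactive have numbers as strong as hits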
TIM10 inh = TIM10 yeast growth inhibition; 330,000 compounds, 1.4% hits; inhibition, % at 10 µM; AID 463195; S. cerevisiae TIM10 strain growth, BacTiter-Glo luminescence, 24 h;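 active = inhibition of 40% or more at the single tested concentration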;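 also: wild-type TIM10 isogenic control strain grown at permissive 25 °C; 0% = DMSO yeast wells and 100% = minimal medium wells without yeast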
NALP3 yeast inh = inhibitors of NALP3 inflammasome in yeast; Yeast reconstituted NLRP3/ASC/caspase-1, beta-gal luminescence, 24 h; inhibition, % at 10 µM; 330,000 compounds, 0.39% hits; AID 2825;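 active = inhibition of 50% or more; inactive = inhibition below 50%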;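 also: plate controls were induced DMSO wells for no effect and uninduced yeast grown without galactose for full effect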
APJ antagonist = blocks the human apelin receptor APJ. P35414. CHO-K1 APJ beta-arrestin complementation, luminescence. inhibition, % at 20 µM. 330,000 compounds, 0.32% hits. AID 2521;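 active = inhibition above about 40% at 20 µM, limit read from the data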;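 also: cells challenged with 10 nM apelin-13 agonist together with compound; plate controls were apelin-13 plus DMSO wells for no effect and DMSO wells lacking apelin-13 for full effect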
The depositor's hits bear a star; . = not tested or not shown.

Compound,MPTP block,NR3A LBD binder,tim23-1 inh,tim10-1 inh,APJ agonist,beta cell repl,TIM10 inh,NALP3 yeast inh,APJ antagonist
Fc1ccc(CN2CC[C@H]3C=CCc4cccc(c43)C2)cc1,-0.7,-1,3,-5,-4,-1,-5,34,0
CCC1=C(OC(=O)N(CC)CC)N2C(=O)OC(=NCc3ccccc3)[C@]2(C)[C@H]2C1=CC[C@H]1C(=O)N(CC)C(=O)[C@H]12,1.7,0,-7,9,1,-2,-8,-6,5
COc1ccc2ccc(C(C)(C(C)=O)C(=O)OC(C)C)cc2c1 (centres undefined),1.2,-5,8,-7,-3,2,-30,26,3
CC1(C)Cc2c(sc(NC(=O)C(=O)NCC3CCCO3)c2C(=O)O)CO1 (centres undefined),-0.7,0,12,20,5,-1,23,3,12
CN1CCC(N(C)C(=O)COc2ccccc2-c2ccccc2)CC1,0.0,-1,20,8,-1,-1,-1,11,-16
CCCN1Cc2cccc(C(=O)N3CCN(c4ccc(OC)cc4)CC3)c2C1=O,1.4,-2,10,13,1,-4,-2,-1,5
CC(C)(C)N1C(=O)c2ccc(C(=O)NCc3ccco3)cc2C1=O,3.9,3,-2,9,3,-2,19,-3,7
COc1ccc(C(=O)OCC(=O)NC2CCCCCCC2)cc1OC,0.2,0,15,-10,0,-3,5,15,-5
COc1ccc2c(c1)C(C)=CC(C)(C)N2S(=O)(=O)c1ccc(C)cc1,1.1,-1,17,12,-3,-6,33,27,11
CCOc1ccccc1NC(=O)c1ccccc1-c1nc(-c2ccccc2OC)no1,1.6,-1,20,21,2,-2,-4,18,7
CCOC(=O)NC(=O)CSc1cc(C)c2cc(C)cc(C)c2n1,-2.2,0,47,23,-5,0,22,38,17
COCCCNc1nc2c(-c3ccc(Cl)cc3)nnn2c2ccccc12,-0.7,3,11,15,-1,2,6,-7,-2
CC(C)N(Cc1ccccc1)C(=O)CN1C(=O)COc2ccc(S(=O)(=O)N3CCCCCC3)cc21,-1.6,-1,19,21,-3,3,16,5,21
COc1ccc(S(=O)(=O)N2CCN(C(=S)NC3CCCCC3)CC2)cc1,-1.0,0,22,11,-3,-3,9,19,1
Cc1c(Br)c([N+](=O)[O-])nn1CCCC(=O)N1CCN(c2ccccc2)CC1,-3.6,-4,31,29,2,0,7,11,-4
Cc1cc(C)c2[nH]c(O)c(N=NC3=NC(=O)CS3)c2c1,1.3,1,13,1,-7,-3,14,22,17
CC(C(=O)C12CC3CC(CC(C3)C1)C2)N1CCOCC1 (centres undefined),-1.7,3,16,11,-1,-3,2,9,8
COc1ccc(CC(=O)N/N=C(\C)CC(=O)Nc2ccc(N(C)C)cc2)cc1,-0.1,-1,14,8,2,0,-19,23,-16
COc1ccc(N(C)C(=O)CCS(=O)(=O)c2cccc3nsnc23)cc1,0.3,-1,10,0,-1,0,11,-2,18
CCOC(=O)CC[C@H](NC(=O)Cn1cnc(C(=O)Nc2ccc(C)c(C)c2)n1)C(=O)OCC,-2.9,0,25,3,.,.,-5,.,.
Cc1cccc(Cn2ccc(NC(=O)c3ccc4c(c3)OCO4)n2)c1,-0.9,0,37,33,0,-2,40*,10,9
COc1ccc([N+](=O)[O-])cc1NC(=O)CSCc1cc(C)cc(C)c1,9.5,-8,5,29,-4,-3,31,5,11
Cc1ccc(CNC(=O)COc2ccc(S(=O)(=O)N3CCOCC3)cc2)cc1,-3.1,10*,17,-1,6,3,9,23,20
Cc1ccc2nc(-c3cccnc3SCC(=O)N3c4ccccc4CC3C)[nH]c2c1 (centres undefined),0.2,-27,17,24,-1,-3,20,10,10
COc1ccc(CN2CCN(C(=O)Cn3c(=O)oc4cc(Cl)ccc43)CC2)c(OC)c1OC,0.4,-13,-4,-5,-4,0,-8,16,-19
O=c1c(Cl)c(N2CCOCC2)cnn1-c1ncc(C(F)(F)F)cc1Cl,-2.3,1,11,19,1,1,-5,7,2
CCCN(CCC)C(=O)c1cc(-c2ccc3c(c2)OCO3)nc2ccccc12,0.4,-1,42,45*,-4,-2,24,2,2
C[n+]1cc(-c2ccccc2)oc1-c1ccccc1,-1.6,-2,16,17,2,-2,1,20,-41
O=C1c2cccc3cccc(c23)C(=O)N1CC1CCCO1 (centres undefined),-0.8,0,-11,13,-3,1,8,4,1
CCN(CC)C(=O)C1CCCN(Cc2ccc3c(c2)OCO3)C1 (centres undefined),-0.2,2,3,-8,-3,-3,-2,8,-16
CCc1nnc(NC(=O)CCN2C(=O)c3ccccc3S2(=O)=O)s1,0.8,-12,-6,15,-5,-1,-12,16,0
CC1(C)C[C@H](O)[C@]2(CO)[C@H](O)C[C@]3(C)C(=CCC4[C@@]5(C)CC[C@H](O)C(C)(C)C5CC[C@]43C)[C@@H]2C1 (some centres undefined),-0.7,-7,10,-1,-1,-6,-1,27,4
Cc1cc(NC(=O)Cc2cn3ccsc3n2)n(-c2ccccc2)n1,-2.7,-2,13,9,-3,1,3,10,6
CCc1ccccc1N(CC)C(=O)C1CCN(c2ncnc3c2nc2n3CCCCC2)CC1,-2.2,-1,33,42*,0,-3,17,12,20
CCc1ccc(C(=O)N/N=C/c2ccncc2)s1,-0.9,-1,4,-9,-1,0,-14,14,1
CCCCN1C(=O)C(=O)N(CC(=O)Nc2ccccc2C(=O)OCC)C1=O,0.4,1,21,22,-5,-1,1,6,7
CCCCNC(=O)NC1CCCC1,5.0,-1,2,2,0,0,8,20,-8
CCc1cccc(CC)c1-n1c(-c2cccnc2)n[nH]c1=S,-1.4,-2,14,16,4,2,9,19,-7
COc1ccc(C2c3c(ccc4ccccc34)Oc3ncn4nc(CO/N=C/c5ccccc5)nc4c32)cc1 (centres undefined),-0.1,0,4,4,0,-2,5,3,-5
CCOc1ccc(C2C(C(=O)c3ccco3)=C(O)C(=O)N2CCCn2ccnc2)cc1OC (centres undefined),-0.9,0,-4,6,4,-1,0,7,14

Structures from the list above that contain a thiophene ring, fused or not, in the order listed:
Compound,MPTP block,NR3A LBD binder,tim23-1 inh,tim10-1 inh,APJ agonist,beta cell repl,TIM10 inh,NALP3 yeast inh,APJ antagonist
CC1(C)Cc2c(sc(NC(=O)C(=O)NCC3CCCO3)c2C(=O)O)CO1 (centres undefined),-0.7,0,12,20,5,-1,23,3,12
CCc1ccc(C(=O)N/N=C/c2ccncc2)s1,-0.9,-1,4,-9,-1,0,-14,14,1

Later entries:
Compound,MPTP block,NR3A LBD binder,tim23-1 inh,tim10-1 inh,APJ agonist,beta cell repl,TIM10 inh,NALP3 yeast inh,APJ antagonist
C/C(=N\NC(=O)CNc1cccc(C)c1)c1ccc(Br)s1,2.5,12*,40,40*,0,0,34,18,-17
CCn1cc(C(=O)N[C@H](C(=O)NCCCO)C(C)C)c(=O)c2cc3c(cc21)OCO3,-0.2,1,3,-1,-3,-2,-1,20,7
Cc1ccc(NC(=O)CN2C(=O)/C(=C\c3cccs3)SC2=S)cc1,1.6,0,11,8,-1,-3,2,8,-8
O=C(CNC(=O)c1ccc(S(=O)(=O)N2CCCC2)cc1)N/N=C/c1ccccc1Cl,1.2,-6,-6,9,0,-1,2,18,-4
COC(=O)/C(=C/c1ccco1)NC(=O)c1ccco1,-0.7,2,10,6,-4,-2,4,6,-2
COc1ccc(C(=O)C(OC(=O)c2ccc(C)c(NC(C)=O)c2)c2ccccc2)cc1 (centres undefined),4.2,-10,31,20,1,0,25,-9,6
O=C(NCC1CCCO1)c1ccc2c(c1)ncn2-c1cccc(F)c1 (centres undefined),-0.1,-9,20,9,0,-2,8,1,39
CS(=O)(=O)N(Cc1ccccc1Cl)c1ccc(C(=O)NCc2cccnc2)cc1,-1.0,0,12,-5,-2,-5,-5,12,10
COc1ccc(C(O)CNc2ccc(C)cc2)cc1 (centres undefined),0.1,0,18,-1,14,0,-8,30,-16
O=C(NC(Cc1c[nH]c2ccccc12)C(=O)O)/C(=C/c1ccc(F)cc1)NC(=O)c1ccccc1 (centres undefined),1.7,0,3,5,-2,4,14,9,7
S=c1[nH]cc(Cc2ccccc2)s1,0.0,6,18,25,1,-1,18,9,-24
O=C(O)CC1(CC(=O)Nc2ccc3sccc3c2)CCCCC1,2.5,1,24,14,-3,-1,-8,-9,-9
COc1cc(/C=C/C(=O)O)cc(S(=O)(=O)NCc2ccco2)c1OC,-1.2,-3,-3,4,-6,-1,-6,-10,2
CC(=O)Nc1c2c(nn1-c1ccc(C)cc1)CS(=O)(=O)C2,0.6,2,11,23,-1,0,-1,18,-33
COc1ccc(CCNC(=O)c2c([S-])n(-c3ccc(C)cc3)c3cccc[n+]23)cc1,1.2,-25,38,23,-1,-2,16,9,1
COc1cccc(CNC(=O)CC2C(=O)NCCN2CCCc2ccccc2)c1 (centres undefined),-0.7,0,21,15,0,-1,10,20,-22
NCCc1nnc(SCc2ccc(F)cc2)o1,-0.7,-8,9,-13,-1,0,-13,59*,2
CC(NS(=O)(=O)c1ccc(Br)s1)c1ccccc1 (centres undefined),-0.3,-1,22,26,0,1,-2,24,-7
COc1cc(NC(=O)COC(=O)CCOc2ccc(C)cc2)cc(OC)c1,-1.3,-2,27,21,-1,0,14,6,-2
COc1cc(C(=O)Nc2ccc(NC(=O)c3cccc(Cl)c3)nc2)cc(OC)c1OC,-0.1,27*,-5,5,2,-2,-32,12,-4
CCOCCCNC(=O)C(c1ccc(C)cc1)N(Cc1cccs1)C(=O)c1ccccn1 (centres undefined),-3.1,-2,22,35,0,-1,9,3,-7
Brc1cccc(OCCOCCn2ccnc2)c1,8.7,1,9,6,2,0,9,3,2
CCOC(=O)N1CCC(N(C(=O)Nc2ccccc2)C(C)CC)CC1 (centres undefined),1.1,0,3,14,2,1,6,2,6
O=C(COC(=O)Cc1c[nH]c2ccccc12)Nc1c(Cl)cccc1C(F)(F)F,0.6,0,15,2,-2,3,8,9,10
CCOC(=O)c1c(NC(=O)C[n+]2ccc(N(C)C)cc2)sc(C)c1C,-0.8,1,13,26,0,-5,8,6,-7
O=[N+]([O-])c1cccc(-c2ccc(C(=S)N3CCOCC3)o2)c1,2.4,0,-9,23,-2,0,28,-7,11
COc1cc2cc(CCCOC(=O)c3ccc(Br)cc3)oc(=O)c2cc1OC,-0.6,4,29,15,-1,-3,10,17,11
COC(=O)c1ccccc1S(=O)(=O)NNC(=O)C12CC3CC(CC(C3)C1)C2,-2.0,-1,10,2,-3,8,12,19,-2
O=C(O)c1cc(S(=O)(=O)Nc2ccc3oc(=O)sc3c2)ccc1O,.,-4,-1,-6,4,-2,-15,-1,3
COc1ccc(-c2nn(-c3ccccc3)cc2/C=C2/SC(=S)N(Cc3ccco3)C2=O)c(C)c1,0.1,1,10,12,-4,-4,-8,18,21
CCOC(=O)N1CCN(S(=O)(=O)c2ccc(C(=O)N(CCN(C)C)c3nc4ccc(CC)cc4s3)cc2)CC1,-0.5,-1,8,31,-6,-2,7,23,3
Cc1ccc(Nc2nc(N)nc(CN3CCN(Cc4ccccc4)CC3)n2)cc1Cl,-1.9,0,11,7,0,-6,14,14,6
O=C1NCCCC1C(=O)N1CCCCC1 (centres undefined),0.0,-2,-4,6,-2,2,0,9,8
